# 3T3 cytotox: Cytotoxic Profiling in NIH 3T3 Cell Line of Diverse Libraries Using Quantitative High-Throughput Screening; NIH 3T3 viability, CellTiter-Glo ATP luminescence, 48-72 h; Potency, µM (top dose mostly 96.7 µM), without a hit: at the highest dose activity change, negative = cytotoxicity, hits mostly inhibitors; hit rate 4.3% among 94,000; AID 1345082, 2018; also: potency is read from the fitted curve at half-maximal effect; nearly all actives have a fitted effect of over 55% in size
#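 Cytotoxicity was measured by CellTiter-Glo ATP luminescence after 48 or 72 h compound exposure at 37 °C. Mouse NIH 3T3 fibroblasts were seeded at 400 cells/well and dosed by 23 nL pin transfer.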
# IP6K1 inh: Primary qHTS assay for small molecule inhibitors of Inositol hexaphosphate kinase 1 (IP6K1); Inositol hexakisphosphate kinase 1 (Homo sapiens), Q92551; IP6K1 kinase, ADP-Glo luminescence, 2 h; active compounds read low; activity change, % (series mostly up to about 58 µM); hit rate 0.81% among 140,000; AID 1645851, 2021; in the data active = activity change below about -25%
# Target sequence (Q92551 whole entry, looked up): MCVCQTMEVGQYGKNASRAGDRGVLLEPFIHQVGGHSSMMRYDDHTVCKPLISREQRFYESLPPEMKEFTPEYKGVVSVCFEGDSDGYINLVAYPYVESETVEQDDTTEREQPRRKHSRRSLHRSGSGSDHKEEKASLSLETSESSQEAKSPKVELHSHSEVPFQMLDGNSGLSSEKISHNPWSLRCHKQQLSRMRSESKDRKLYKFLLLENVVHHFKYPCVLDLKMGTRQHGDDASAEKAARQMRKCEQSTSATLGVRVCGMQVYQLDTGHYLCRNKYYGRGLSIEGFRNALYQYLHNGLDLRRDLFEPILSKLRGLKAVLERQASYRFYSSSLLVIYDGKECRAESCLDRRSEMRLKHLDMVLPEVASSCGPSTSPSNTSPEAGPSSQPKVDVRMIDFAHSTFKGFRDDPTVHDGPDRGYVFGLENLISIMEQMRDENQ
#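 ADP-Glo luminescence measures ADP made by human IP6K1 during a 2 h RT reaction with ATP/IP6 (mix at 1.3 mM/130 uM); top library doses 57.5 and 19.1 uM final.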
# Luciferase inh: Firefly luciferase inhibition profiling of diverse chemical library using quantitative high-throughput screening; AID 1347043, 2019; Luciferin 4-monooxygenase (Photinus pyralis), P08659; purified P. pyralis luciferase, luminescence, biochemical; hit rate 2.5% among 76,000; Potency, µM (titrated, usually from 115 µM), without a hit: at the highest dose activity change, negative = inhibition, hits mostly inhibitors; also: potency is read from the fitted curve at half-maximal effect; nearly all actives have a fitted effect of over 65% in size
# Target sequence (P08659 whole entry, looked up): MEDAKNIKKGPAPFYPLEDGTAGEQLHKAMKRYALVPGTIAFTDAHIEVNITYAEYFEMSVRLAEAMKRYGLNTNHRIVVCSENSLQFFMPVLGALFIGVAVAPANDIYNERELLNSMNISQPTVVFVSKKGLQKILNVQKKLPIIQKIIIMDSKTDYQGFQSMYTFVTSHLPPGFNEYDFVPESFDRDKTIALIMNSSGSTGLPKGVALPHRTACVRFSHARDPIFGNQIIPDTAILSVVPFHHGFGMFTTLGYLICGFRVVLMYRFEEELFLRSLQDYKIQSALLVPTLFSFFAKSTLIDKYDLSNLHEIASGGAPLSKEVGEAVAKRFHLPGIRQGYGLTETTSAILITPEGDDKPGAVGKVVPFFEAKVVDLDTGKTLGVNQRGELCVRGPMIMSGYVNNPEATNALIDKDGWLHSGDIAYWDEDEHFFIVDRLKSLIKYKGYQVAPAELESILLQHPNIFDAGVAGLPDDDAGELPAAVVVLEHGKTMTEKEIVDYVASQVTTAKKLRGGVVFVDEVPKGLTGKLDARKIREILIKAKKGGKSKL
#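 Luminescence read by CCD imaging after purified firefly luciferase (10nM final) was added to substrate buffer holding 10uM D-luciferin and 10uM ATP, pH 7.5, pre-dosed with compound.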
# HEK cytotox: Cytotoxic Profiling in HEK 293 Cell Line of Diverse Libraries Using Quantitative High-Throughput Screening | HEK 293 viability, ATP luminescence (CellTiter-Glo), 48-72 h | Potency, µM (highest dose often 115 µM), for the others: top-dose activity change, negative = cytotoxicity, hits mostly inhibitors | hit rate 6.6% among 94,000; also: potency is read from the fitted curve at half-maximal effect; nearly all actives have a fitted effect of over 60% in size
#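 Cells seeded first (HEK 293, 250 cells/well), then compound added by pintool. Incubation ran 48 or 72 hr at 37 degree Celsius. CellTiter-Glo was added and luminescence imaged after 10 min at room temperature.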
# HEK293 viab: GF-AFC viability counterscreen for inhibitors of alpha-synuclein gene (SNCA) expression. HEK-293-SNCA-luc viability, GF-AFC fluorescence, 24 h. Potency, µM (highest dose often 57.1 µM), for the others: top-dose activity change, negative = cytotoxicity, most hits filed as cytotoxic. hit rate 0.12% among 150,000. AID 1671193, 2021;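 also: potency is read from the fitted curve at half-maximal effect; 0% = DMSO-treated cells and -100% = medium-only wells without cells; nearly all actives have a fitted effect of over 30% in size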
#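 Cytotoxicity counterscreen: after 24 h compound treatment of genome-edited SNCA-luciferase HEK-293 cells, live-cell protease substrate GF-AFC read by fluorescence after 30 min; activity scaled between DMSO (0%) and medium-only (-100%), curves Hill-fitted.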
# SNCA expr inh: Primary qHTS assay for inhibitors of alpha-synuclein gene (SNCA) expression; HEK-293 SNCA-luciferase knock-in, luminescence, 24 h; Potency, µM (top dose mostly 57.2 µM), for inactives: at the top dose activity change, negative = inhibition, usual class: inhibitors; hit rate 0.17% among 140,000; AID 1671194, 2021;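 also: potency is read from the fitted curve at half-maximal effect; plate controls were DMSO cells for no effect and cell-free wells for full effect; nearly all actives have a fitted effect of over 45% in size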
# GPT2 inhibitor: Primary qHTS assay for inhibitors of Glutamate pyruvate transaminase 2 (GPT2); Potency, µM (titrated, usually from 57.7 µM), inactives show at the highest dose activity change, negative = inhibition, most hits filed as inhibitors; Recombinant GPT2, coupled pyruvate oxidase/HRP Amplex Red fluorescence; hit rate 0.25% among 100,000; Alanine aminotransferase 2 (Homo sapiens), Q8TD30; also: potency is read from the fitted curve at half-maximal effect; nearly all actives have a fitted effect of over 60% in size; many of its hits are not listed in these tables
#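 Fluorescence of coupled pyruvate oxidase/HRP/Amplex Red system (50uM Amplex, 30 min, dark) reports pyruvate formed by GPT2. Enzyme reaction: 10ng/uL GPT2, 2mM L-alanine, 250uM a-KG, 30 min room temperature, pH 7.5; 50uM AOA control.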
# * marks the source's active call; other numbers are inactive results; i = inactive; ? = inconclusive; / = no result given; & = joins results of further samples; [ ] = remark or other dose. Unless noted, calls follow the shape of the dose curve; as a rule, active = well fitted curve in the direction sought with a large enough effect; inconclusive = small, poorly fitted or top-dose-only effect, or another doubt; inactive = no such curve, though single readings can be large; an effect the other way counts as inactive or inconclusive. Unless noted, % is scaled to controls: 0 for no effect and ±100 for the full control effect. The list is partial. The share of hits here may be higher or lower than overall.
# Screens in order: HEK cytotox, SNCA expr inh, HEK293 viab, GPT2 inhibitor, Luciferase inh, 3T3 cytotox, IP6K1 inh
CCOC(=O)c1ccc(NC(=O)CCc2c(C)nc3nc[nH]n3c2=O)cc1
  /, 13%, 3%, /, /, /, 24
CN(CCc1ccccn1)c1ncccc1CNC(=O)c1cc(C2CC2)no1
  -23%, 3%, 9%, 5%, 0%, -25%, 1
CC(C)(C)c1nnc2n1C(C(=O)NCc1ccc(F)cc1)CC2 (stereo not given)
  -16%, 2%, 3%, 4%, /, -10%, 5
CC(C)(C)C1CCC2(CC1)NC(=O)N(CC(=O)Nc1cccc(C#N)c1)C2=O (stereo not given)
  7%, -19%, -5%, -13%, 4%, i, 5
C=C1C(=O)O[C@@H]2C[C@]3(C)[C@@H](CCC(C)=O)[C@@H]3C[C@H]12
  /, /, -23%, i, /, /, -10
COc1ccc(-c2nc3ccccc3s2)cc1NC(=O)c1ccccc1OC
  /, 110%[activator], 7%, /, /, /, 0
COCC1CN(C)CC12CCN(C(=O)c1cnco1)CC2 (stereo not given)
  -5%, ?, -13%, i, -12%, -8%, -7
Cc1cc(SCC(=O)NCc2ccccc2Cl)nc(=O)[nH]1
  /, -4%, 9%, /, /, /, 5
CC(=O)N1CCCN(c2ncnc3c2CN(c2cccc(C)c2)C(=O)CN3C)CC1
  i, 5%, -7%, i, /, -8%, 3
CNC(=O)c1cc2cc(-c3c(C)noc3C)nc(-c3cccnc3)c2o1
  ?, 22%[87.6 µM], 10%[87.6 µM], -3%[88.5 µM], -1%[172 µM], ?, 90
COCCn1ccnc1C1CCN(c2cnc3ccccc3n2)CC1
  ?, 4%, -18%, 2%, -24%, -16%, -16
Cc1ccc(S(=O)(=O)N[C@H]2CO[C@H]3[C@@H]2OC[C@@H]3n2nnnc2Oc2ccc(-n3ccnc3)cc2)cc1
  ?, -11%, 2%, 3%, -3%, ?, -4
O=C(NCc1ccccc1)c1ccccc1OC1CN(Cc2ccc(F)cc2)C1
  ?, ?, ?, 1%, 5%, 32µM*, -6
O=c1c2c(n(Cc3cccnc3)n1-c1ccccc1)CN(Cc1ccc(O)cc1)CC2
  -1%[172 µM], -12%[87.6 µM], 4%[87.6 µM], 0%[88.5 µM], 4%[172 µM], ?, 4
O=C(c1cc(C2CC2)[nH]n1)N(Cc1ccc2c(c1)OCO2)C1CC1
  ?, 69%[activator], -4%, i, 28µM*, -33%, 14

# Laid out differently: entries from further up.
molecule | HEK cytotox | SNCA expr inh | HEK293 viab | GPT2 inhibitor | Luciferase inh | 3T3 cytotox | IP6K1 inh
C=C1C(=O)O[C@@H]2C[C@]3(C)[C@@H](CCC(C)=O)[C@@H]3C[C@H]12 | / | / | -23% | i | / | / | -10
COc1ccc(-c2nc3ccccc3s2)cc1NC(=O)c1ccccc1OC | / | 110%[activator] | 7% | / | / | / | 0

# Returning to the listing, starting 3 compounds before the break.
# Screens in order: HEK cytotox, SNCA expr inh, HEK293 viab, GPT2 inhibitor, Luciferase inh, 3T3 cytotox, IP6K1 inh
O=C(NCc1ccccc1)c1ccccc1OC1CN(Cc2ccc(F)cc2)C1
  ?, ?, ?, 1%, 5%, 32µM*, -6
O=c1c2c(n(Cc3cccnc3)n1-c1ccccc1)CN(Cc1ccc(O)cc1)CC2
  -1%[172 µM], -12%[87.6 µM], 4%[87.6 µM], 0%[88.5 µM], 4%[172 µM], ?, 4
O=C(c1cc(C2CC2)[nH]n1)N(Cc1ccc2c(c1)OCO2)C1CC1
  ?, 69%[activator], -4%, i, 28µM*, -33%, 14
COc1cc(NS(=O)(=O)c2ccc(NC(=O)COc3ccc(Cl)cc3Cl)cc2)nc(OC)n1
  /, 9%, 10%, /, /, /, -1
CC(=O)O[C@@H]1[C@H](O[C@@H]2O[C@@H](CO)[C@H](O)[C@H]2O)[C@@H](O[C@@H]2O[C@@H](C)[C@H](O[C@@H]3OC[C@@H](O)[C@H](O)[C@H]3O)[C@@H](O)[C@H]2O)[C@H](OC(=O)[C@]23CCC(C)(C)C[C@H]2C2=CCC4[C@@]5(C)CC[C@H](O[C@@H]6O[C@H](C(=O)O)[C@@H](O)[C@H](O)[C@H]6O[C@@H]6O[C@H](CO)[C@H](O)[C@H](O)[C@H]6O)[C@@](C)(C=O)C5CC[C@@]4(C)[C@]2(C)C[C@H]3O)O[C@@H]1C (stereo not given in full)
  /, /, -18%[12.5 µM], i[11.5 µM], /, /, 18
O=C(NCc1ccc(F)cc1)C1CCc2nnc(C3CCN([S+](=O)([O-])c4ccccc4Cl)CC3)n21 (stereo not given)
  i, 5%, 7%, i, /, -3%, -3
CN(C)c1nc2c(c(=O)[nH]1)CCN(Cc1ccsc1)CC2
  10%, 4%, -1%, 1%, -4%, 4%, 6
O=C(c1ccc2c(c1)OCO2)N1CCC2(CC1)C(=O)Nc1ccccc12
  -25%, -9%, -5%, 0%, /, -3%, -33*
CSc1ccc(-c2nc3c([nH]2)CC(C)(C)CNC3=O)cc1
  ?, 29%, -20%, -1%[11.5 µM], 13µM*, -24%, -3
COc1ccccc1CNC(=O)CNC(=O)c1cccc(-c2ccc(C(F)(F)F)cc2)c1
  35µM*, -6%, 1%[12.5 µM], -5%, /, ?, -2
Cc1cccc(C(=O)N2CCCCCCNC(=O)CC2c2ccccc2)c1 (stereo not given)
  -5%, 20%, -1%, i, 7%, -1%, 7
CCC(C(=O)Nc1ccc(C)c(Cl)c1)n1c(=O)c(-c2ccccc2NC(C)=O)nc2ccccc21 (stereo not given)
  /, ?, ?, /, /, /, -3
C=C(C)C(C)(C)C(=O)N1CCCC(N2CCN(c3ccccc3OC)CC2)C1 (stereo not given)
  ?, 46%[activator], 0%, 2%, -22%, 1%, -10
C#CCN(C)CC[C@@H]1CC[C@H](O)[C@@H](C(=O)N(C)Cc2ccccc2)O1
  -2%[172 µM], -18%[87.6 µM], 3%[87.6 µM], -8%[88.5 µM], -1%[172 µM], 2%[174 µM], -12
O=C(NCc1cccs1)c1nc2sccn2c1-c1ccc(C(F)(F)F)cc1
  ?, 8%, 0%, i, /, ?, 10
O=C(Cc1ccc(F)cc1)N1CCC[C@H]1c1nc(-c2ccccc2Cl)no1
  ?, -7%, -1%, 0%, 2%, ?, 0
COC1C(=O)N(C2CCN(C(=O)Cc3c[nH]c4ccccc34)CC2)C12CCOCC2 (stereo not given)
  i, 11%, 7%, i, -2%, -18%, -5
CCSc1nc2c(c(=O)[nH]c(=O)n2C)n1CC(O)COc1ccc(Cl)cc1 (stereo not given)
  /, -2%, -9%, /, /, /, 7
CCN1C(=O)CCC2(C(=O)NC3CCCC3)CCCC=C12 (stereo not given)
  -19%, 11%, 0%, i, -7%, -8%, -6
O=C(COc1ccccc1)Nc1ccc([C@@H](O)[C@H]2COCC(=O)N2Cc2ccc(C(F)(F)F)cc2)cc1
  40µM*, 7%, -3%, -9%, -3%, ?, 12
COc1ccc2c(c1)OCC(C(=O)NCCS(=O)(=O)N1CCCC1)C2 (stereo not given)
  i, 0%, -4%, i, -1%, 1%, -1
Cc1nc(N2CCN(C)CC2)ncc1C(=O)N1C[C@@H](C)[C@](O)(C2CC2)C1
  -18%, -8%, 4%, -18%, 0%, -20%, -12
Cc1cnc(C2CC2)n1CCNC(=O)Cn1c(=O)oc2cc(Cl)ccc21
  ?, -23%, -5%, -8%, 1%, -17%, -4
COC(=O)C1=C(C)N(C(C)C)C(=O)C1(NC(=O)c1ccccc1OC)C(F)(F)F (stereo not given)
  /, 48%[activator], -2%, /, /, /, 7
C[S+](=O)([O-])N1CC2(CCCN(Cc3ccc(Cl)cc3)C2)Cc2ccccc21 (stereo not given)
  ?, -13%, 1%, -10%, /, ?, -3
Cc1ccc(-c2c(C(=O)NCc3ccccc3)oc(=O)c3ccccc23)cc1
  /, -5%, 5%, /, /, /, 5
Cc1ccc(CSc2nc3ccsc3c(=O)n2CCC(C)C)cc1
  /, -2%, 4%, /, /, /, 2
NC1(C(=O)N[C@@H](CCO)c2ccc(Cl)cc2)CCN(c2ncnc3[nH]ccc23)CC1
  /, -22%, -21%&-4%, 5%, /, /, -1
O=C(NC1CCCN(c2cc(-c3ccccc3)[nH]n2)C1)c1ccncc1 (stereo not given)
  -30%, -10%, 9%, -13%, ?, -9%, 14
CC(=O)O[C@@H]1[C@H](O[C@@H]2O[C@@H](CO)[C@H](O)[C@H]2O)[C@@H](O[C@@H]2O[C@@H](C)[C@H](O[C@@H]3OC[C@@H](O)[C@H](O)[C@H]3O)[C@@H](O)[C@H]2O)[C@H](OC(=O)[C@]23CCC(C)(C)C[C@H]2C2=CCC4[C@@]5(C)CC[C@H](O[C@@H]6O[C@H](C(=O)O)[C@@H](O)[C@H](O)[C@H]6O[C@@H]6O[C@H](CO)[C@H](O)[C@H](O)[C@H]6O)[C@@](C)(C=O)C5CC[C@@]4(C)[C@]2(C)CC3)O[C@@H]1C (stereo not given in full)
  /, /, -17%[12.5 µM], i[11.5 µM], /, /, 6
O=C(COc1ccccc1F)Nc1ccc2nc(SCCOc3ccccc3)sc2c1
  /, -15%, -22%, /, /, /, 9
O=C(NC1CCc2nn(CC3CC3)c(=O)n2CC1)c1cc2ccccc2[nH]1 (stereo not given)
  -7%, 9%, 1%, -9%, -5%, -28%, -5
CCOc1ccccc1NC(=O)Cn1ccn2nc(-c3ccccc3)c(CO)c2c1=O
  ?, -5%, -2%, i, 5%, ?, 6
CCn1cc(C(=O)N2CCN(c3ccccc3F)CC2)c(=O)c2cc(S(=O)(=O)N(C)C)ccc21
  /, 14%, -2%, /, /, /, 42
CCOc1ccc(CNC(=O)c2ccc3oc(=O)n(Cc4ccccc4)c3c2)cc1
  /, ?, 4%, /, /, /, -15
COc1ccc(OC2CN(CCC(C)C)C2)cc1
  i, -23%[87.6 µM], -1%[87.6 µM], -5%[88.5 µM], /, 3%[174 µM], 0

# Compound activity deposited in PubChem by National Center for Advancing Translational Sciences (NCATS).
